# Screening results as filed in PubChem BioAssay.
# Lipid storage S3 – qHTS Assay for Lipid Storage Modulators in Drosophila S3 Cells; Drosophila S3 cells, BODIPY lipid droplet fluorescence, 18-24 h; cells fed with added oleic acid; lipid storage change, negative = inhibition, % at the top dose, mostly 46.1 µM; hits show Potency in µM; 320,000 tested, 0.64% active; active means well fitted inhibition curve with a large enough effect in the signal ratio, with a control signal flat, not every such curve was filed as active; inconclusive means small, poorly fitted or top-dose-only effect, or effect the other way, or a change in a side signal; the % refers to the signal ratio
#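 Drosophila S3 cells got compounds at several concentrations plus oleic acid (400 uM solution). Laser-scanning cytometry with 488 nm excitation read lipid droplets at 500-530 nm and cells at 575-640 nm. Percent activity was relative to 20 uM Triacsin C.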
# Lipid storage S3 cell count max – second read-out of Lipid storage S3, no call of its own (marks repeat the call); cell number change, %; measured here: cell count max response;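 cells counted by Cell Tracker Red CMTPX staining in the red channel; peak over a dose series mostly up to 46.1 µM; percent activity relative to internal control wells on each plate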
# The depositor's hits bear a star; i = inactive; ? = inconclusive; . = not tested or not shown; [ ] = another dose, or the depositor's remark. On the % scale 0 is the no-effect control and ±100 the full control effect; potency means the concentration at half of the fitted maximal effect.
# Results follow in this order: Lipid storage S3	Lipid storage S3 cell count max
- COc1ccc(N(C(=O)c2ccco2)C(C(=O)NC2CCCC2)c2cc(OC)c(OC)c(OC)c2)cc1 (centres undefined)
 : ?	.
- CN(C)CCCNC(=O)CCC1CCCCC1
 : ?	.
- Cc1cc(C(F)(F)F)c(C#N)c(SCC(=O)NC2CC2)n1
 : ?	.
- COC(=O)c1ccc(CC(=O)c2c(C)cc(O)cc2O)o1
 : ?	.
- Cc1ccc2c(c1)[nH]c1c(=O)n(CCC3=CCCCC3)cnc12
 : -11%	6
- COc1cc(Br)c(C2CC(=O)Nc3cc(OC)c(OC)cc32)cc1OC (centres undefined)
 : ?	.
- COc1ccc(-n2nc3c(c2NC(=O)c2ccc(S(=O)(=O)N4CCOCC4)cc2)CS(=O)(=O)C3)cc1
 : -5%	-1
- COC(=O)c1cc(OC)c(OC)cc1NC(=O)c1cc(C(C)(C)C)oc1C
 : ?	.
- O=C1CC(=O)Nc2cc(S(=O)(=O)N3CCOc4ccc(Cl)cc43)ccc2N1
 : 5%	9
- O=C(Cn1c(=O)n(Cc2ccco2)c(=O)c2c3c(sc21)CCCCC3)Nc1ccccc1
 : ?	.
- Cc1cnc(N)c2c(=O)oc3ccccc3c12
 : -7%[9.22 µM]	-6
- O=C(NCCCc1ccccc1)c1cnc2n(c1=O)CCS2
 : i	.
- CC(C)OC(=O)CCCCCN1C(=O)CSC1=S
 : ?	.
- Cc1cc(Br)ccc1NC(=O)CN(C)C(=O)c1cc(S(=O)(=O)N(C)C)ccc1N1CCCC1
 : -7%	.
- CCC(=O)Nc1cc(-c2nn(C)c(=O)c3ccccc23)ccc1OC
 : i	-5
- Nc1nnc(Cc2c[nH]c3ccccc23)s1
 : ?	.
- CC(C)Cn1c(N)c(C(=O)CSc2nc3ncc(Cl)cc3[nH]2)c(=O)n(C)c1=O
 : ?	.
- Cc1ccc(Nc2nc(N)c(C#N)c(CC#N)c2C#N)cc1
 : ?	.
- CC(=O)NCCc1ccc(-c2csc(NC(=O)C3CC(=O)N(C4CCCC4)C3)n2)cc1 (centres undefined)
 : ?	.
- CC(OC(=O)c1ccc([N+](=O)[O-])o1)C(=O)NC1CCCCC1C (centres undefined)
 : ?	.
- CC(/C=C/c1ccccc1)=N\Nc1nc(C)cc(C)n1
 : ?	.
- O=C(Nc1nnc(C2CC2)s1)c1cccs1
 : ?	.
- CC(=O)CSc1nnc2cc(C)c3ccccc3n12
 : ?	.
- CN(C)CCCNC(=S)NCC(c1ccc(Cl)cc1Cl)c1c[nH]c2ccccc12 (centres undefined)
 : ?	.
- Cc1cc(=O)[nH]c2nnnn12
 : -8%	10
- O=C(Nc1ccccc1)c1ccc(Nc2c([N+](=O)[O-])cc([N+](=O)[O-])c3ccccc23)cc1
 : ?	.
- CN(CC(=O)NC1CC(C)(C)NC(C)(C)C1)S(=O)(=O)c1cc(Cl)ccc1Cl
 : 4%	19
- CC(OC(=O)c1ccc(NC(=O)CC#N)cc1)C(=O)Nc1nc(-c2ccccc2)cs1 (centres undefined)
 : 28%	21
- C/C(=N\NS(=O)(=O)c1ccccc1)c1cc(Cl)cc(Cl)c1O
 : ?	.
- CS/C(=C\[N+](=O)[O-])Nc1ccc(Cl)cc1
 : ?	.
- COc1ccc(-c2csc3nc(C)nc(N4CCCCC4)c23)cc1OC
 : -2%	-38
- Cc1nc2cc(NC(=O)N(C)c3ccc4ccccc4c3)ccc2o1
 : ?	.
- CCCCCCn1c(CN2CCCCC2CC)nc2c1c(=O)n(C)c(=O)n2C (centres undefined)
 : i	.
- OCCC1CN(Cc2cccc(-n3cccn3)c2)CCN1Cc1ccccc1 (centres undefined)
 : -4%	20
- CN(C)C(=O)C(OC(=O)c1ccc2c(c1)CCCC2)c1ccccc1 (centres undefined)
 : 0.58µM*	15*
- COc1ccc(NC(=S)N(CCN(C)C)Cc2cccs2)cc1
 : 7%	15
- CCc1ccc(OCc2ccc(C(=O)OC)o2)cc1
 : ?	.
- COc1ccc(C(=O)n2cc(C(=O)c3cc(C)ccc3O)cn2)cc1
 : ?	.
- CCOCCCNC(=O)c1ccc2c(c1)ncn2-c1ccc(C)cc1C
 : 11%	10
- Cc1ccc(/C=C/C(=O)OCC(=O)N2CC(=O)Nc3ccccc32)o1
 : ?	.
- O=C(COc1ccc(S(=O)(=O)N2CCOCC2)cc1)NC1CCCC1
 : i	.
- Cc1ccc2nc(-c3ccccc3)cc(C(=O)Nc3cccnc3)c2c1
 : ?	.
- O=C(NCCc1ccccn1)C1CCCN1S(=O)(=O)c1ccc(Cl)cc1 (centres undefined)
 : ?	.
- CCOc1ccc(Cl)cc1CN1CCOCC1
 : ?	.
- COc1ccc(NS(=O)(=O)c2ccc3oc(SCc4ccc(F)cc4)nc3c2)cc1
 : ?	.
- Cc1ccccc1-c1ccnc2[nH]n(-c3ccccc3)c(=O)c12
 : -1%	3
- CCCCn1c(N)c(N(CC)C(=O)c2cc(Br)ccc2Cl)c(=O)[nH]c1=O
 : ?	.
- O=C(NNC(=O)c1ccccc1O)c1ccc(NS(=O)(=O)c2ccc(F)c(F)c2)cc1
 : 9%	7
- O=C(NCCS(=O)(=O)c1ccc(Br)cc1)c1ccc(F)cc1
 : -2%	12
- CC(=O)NS(=O)(=O)c1ccc(NC(=O)c2cc(-c3ccc(C)c(C)c3)nc3ccccc23)cc1
 : 7%	7
- Cc1ccc(C(=O)Nc2ccccc2C(=O)NCC2CCCO2)cc1 (centres undefined)
 : -17%	-3
- CCOC(=O)C1C(=O)C=C(c2cccs2)CC1c1ccccc1C (centres undefined)
 : 1%	1
- CCOC(=O)c1c(NC(=O)C2COc3ccccc3O2)sc(C)c1C (centres undefined)
 : 2%	-4
- CCc1ccc(C(=O)C(C)OC(=O)Cn2[nH]c(=O)c3ccccc3c2=O)cc1 (centres undefined)
 : ?	.
- O=[N+]([O-])c1ccccc1/C=N/N1CCN(c2ccncc2S(=O)(=O)N2CCCCC2)CC1
 : ?	.
- COc1ccc(C(=O)Cn2nnc(-c3ccccc3NC(=O)c3ccco3)n2)cc1
 : 23%	.
- CCCn1c(N)c(N(CCOC)C(=O)CSCC(=O)Nc2ccc(C)cc2)c(=O)[nH]c1=O
 : i	3
- O=C(CS(=O)(=O)c1ccccc1)N1CCCCCC1
 : 15µM*	.
- Cc1ccccc1OCC(=O)O/N=C(\N)Cc1cccs1
 : 3%	-16
- Cc1ccnc(NCc2ccccc2O)c1
 : ?	.

# (cont.)
# Results follow in this order: Lipid storage S3	Lipid storage S3 cell count max
- Cc1cc(NC(=O)CSc2nc(-c3cccs3)cc(C(F)(F)F)n2)no1
 : ?	.
- C/C(=N\Nc1ccc(F)cc1F)c1ccccc1O
 : ?	.
- COc1ccc(CC(=O)Nc2ccc3c(c2)OCO3)cc1S(=O)(=O)N1CCOCC1
 : ?	.
- O=C(NCc1ccc(F)cc1)C(c1ccccc1)N(C(=O)c1csnn1)c1ccccc1 (centres undefined)
 : ?	.
- C[C@@H](C(=O)NCc1ccco1)N1C(=O)N2CCc3c([nH]c4ccccc34)[C@@]2(C)C1=O
 : ?	.
- N#CCCN1CCN(Cc2cc(-c3ccccc3)ccc2O)CC1
 : ?	.
- CN(Cc1ccccc1)c1nc(-c2cccc([N+](=O)[O-])c2)nc2ccccc12
 : 2%	-12
- COc1ccc(-n2nnnc2SCC(=O)Nc2cccc(O)c2)cc1
 : ?	.
- CC1CCN(C(=O)Cn2cc(SCC(=O)NCC3CCCO3)c3ccccc32)CC1 (centres undefined)
 : -7%	-5
- COc1cccc2c1OC[C@@H](CO)[C@H]2N(C)C(=O)Nc1ccccc1
 : 7%	4
- Cc1ccc(-c2cc(C(=O)N/N=C/c3c(C)nn(-c4ccccc4)c3C)n[nH]2)s1
 : -19%	-3
- CCc1ccc(C(C(=O)NCCOC)N(C(=O)Cn2nnc3ccccc32)c2cccnc2)cc1 (centres undefined)
 : 1%	-2
- CC1CCN(S(=O)(=O)c2nnc(NC(=O)c3cccc([N+](=O)[O-])c3)s2)CC1
 : ?	.
- COCCOC(=O)c1c(NC(=O)CN2CCc3ccccc32)sc(C(N)=O)c1C
 : -4%	8
- O=C(CCS(=O)(=O)c1ccccc1)Nc1nc2cc3c(cc2s1)OCCO3
 : i	-13
- Cc1cccc(OCC(=O)N/N=C/c2cn[nH]c2-c2ccc(Cl)c(Cl)c2)c1
 : ?	.
- O=C(NNC(=O)NC1CCCCC1)NC1CCCCC1
 : ?	.
- Cc1ccc(N(CC(N)=O)C2SC(=O)NC2=O)cc1 (centres undefined)
 : -5%	9
- COc1cccc(NC(=O)Nc2ccc(Br)cn2)c1
 : 0%	-4
- COc1ccc(S(=O)(=O)N(C)CC(=O)NCCCN2CCOCC2)cc1Cl
 : i	3
- COc1cc(C2=Nc3c(c(C)nn3-c3ccccc3)P(=O)(N3CCOCC3)O2)cc(OC)c1OC (centres undefined)
 : i	.
- COc1ccccc1CNC(=O)C1CCC(=O)N1C(C)C (centres undefined)
 : ?	.
- COc1ccc(OC)c(C2SCCN2S(C)(=O)=O)c1 (centres undefined)
 : ?	.
- CCCOc1cccc(C(=O)Nc2nnn(CCC)n2)c1
 : ?	.
- Oc1cc(Nc2cccnc2)cc2cccnc12
 : 18%	28
- CCOc1ccccc1N1CCN(CC(=O)N(C2CCCC2)C2CCS(=O)(=O)C2)CC1 (centres undefined)
 : 2%	-9
- Cc1ccc(C)c(-c2ccc(=O)n(Cc3cccc(Br)c3)n2)c1
 : i	.
- COc1ccc(-c2csc(NC(=O)CN3C(=O)NC4(CCCC4)C3=O)n2)c(OC)c1
 : 6.5µM*	.
- CCOC(=O)C1=NNC2(c3ccc(C)cc3)C(=O)N(c3ccccc3)C(=O)C12 (centres undefined)
 : ?	.
- CC(C)CCN(C(=S)Nc1cccc(F)c1)C(C)c1cccs1 (centres undefined)
 : 6%	14

# Carrying on:
canonical_smiles,Lipid storage S3,Lipid storage S3 cell count max
O=c1c2ccccc2nc2n1C(CSCc1cccc(C(F)(F)F)c1)CS2 (centres undefined),?,.
COc1cccc(CN(Cc2ccco2)C(c2ccc(F)cc2)c2nnnn2C(C)(C)C)c1 (centres undefined),i,.
CCOC(=O)C(NCCCO)c1ccccc1 (centres undefined),?,.
CCOc1ccccc1N(CC(=O)N/N=C/c1cc(Br)ccc1OC)S(C)(=O)=O,?,.
O=C(Cn1nnc(-c2ccc(Cl)cc2)n1)NCC1CCCCC1,?,.
COC(=O)CCC(=O)N1CCCC(C(=O)c2cc(F)ccc2F)C1 (centres undefined),?,.
COC1CCN(C(=O)c2ccc(OC3CCN(CCc4ccccc4)CC3)cc2)CC1,19%,3
COc1ccc(OCC(=O)OC(C)CN2CCCCC2)cc1 (centres undefined),19%,-9
CCS(=O)(=O)N1Cc2ccccc2CC1C(=O)Nc1nc(C)cs1 (centres undefined),?,.
O=C(NCc1ccccn1)c1ccc2nc(C3CCCCC3)oc2c1,?,.
Cc1coc(C)c1C(=O)Nc1ccc2ccccc2c1,?,.
CCCOc1ccc(C(=O)NNC(=S)NC(=O)CC)cc1,?,.
O=C(COC(=O)c1ccccc1Sc1ccc(C(F)(F)F)cc1[N+](=O)[O-])NC(=O)NC1CCCC1,-23%,-11
O=C(/C=N/NC(=O)c1ccccc1Br)c1ccccc1,?,.
CC(NC(=O)Nc1cccc(F)c1)c1ccc2c(c1)OCO2 (centres undefined),?,.
COC(=O)c1ccc(/C=C/c2c(-c3ccsc3)oc3ccc(N4CCOCC4)cc23)cc1,?,.
CCc1ccc(NC(=O)CCc2nnc3ccc(N4CCCC4)nn23)cc1,?,.
O=C(c1ccc(Cn2cc([N+](=O)[O-])cn2)o1)N1CCCCCC1,?,.
O=c1cc(N2CCCCC2)c(-c2ccccc2)nn1Cc1cccc(F)c1,?,.
CS(=O)(=O)N(CC(=O)O)c1cc(C(F)(F)F)ccc1Cl,-9%,-10
CCN(CC)CCN1C(=O)C2C(C(=O)Nc3cc(C)cc(C)c3)C3C=CC2(O3)C1C(=O)NC1CCCCC1 (centres undefined),?,.
CC(C)Sc1oc(-c2ccco2)nc1S(=O)(=O)c1ccc(F)cc1,-1%,-5
CCN(CC)CCNc1nc(C(F)(F)F)nc2c1nnn2Cc1ccccc1,?,.
C#CCSc1nc2sc3c(c2c(=O)n1C)CCC3,?,.
CC(C)(C)NC(=O)Cn1nnc(-c2ccc(OCc3c(F)cccc3Cl)cc2)n1,?,.
Cc1ccc(CN2CCN(c3ccccc3)CC2)o1,?,.
CCCCSc1nnc([C@H](CC(C)C)NC(=O)OC(C)(C)C)o1,?,.
Cc1cccc2cc(C#N)c(N3CCOCC3)nc12,14%,7

# Some of the compounds tested; the hit share may differ from the screen's.
